HIF-2a block = inhibitors of HIF-2a | AID 624352 | 786-0 RCC cells HIF-2a reporter, luciferase luminescence, overnight | inhibition, % at 18.8 µM | 360,000 tested, 0.72% active;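 active = inhibition of the luminescence signal of 40% or more relative to plate controls, in a single-dose primary screen at 18.75 µM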
NR2E3 ag-1 = human photoreceptor-specific nuclear receptor agonism | Q9Y5X4 | CHO-S Gal4-NCOR/VP16-NR2E3 two-hybrid, luciferase | inhibition of corepressor binding, % at 3.98 µM | 360,000 tested, 0.35% active | AID 602229;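 active = inhibition above the mean of all tested compounds plus 3 SD, cut at about 70% in these data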;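 note: 0% = DMSO with NR2E3 transfected cells and 100% = cells lacking NR2E3 construct; higher means lower luciferase signal from less NR2E3 corepressor binding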
Target sequence (Q9Y5X4 whole entry, looked up, the tested form may be a part): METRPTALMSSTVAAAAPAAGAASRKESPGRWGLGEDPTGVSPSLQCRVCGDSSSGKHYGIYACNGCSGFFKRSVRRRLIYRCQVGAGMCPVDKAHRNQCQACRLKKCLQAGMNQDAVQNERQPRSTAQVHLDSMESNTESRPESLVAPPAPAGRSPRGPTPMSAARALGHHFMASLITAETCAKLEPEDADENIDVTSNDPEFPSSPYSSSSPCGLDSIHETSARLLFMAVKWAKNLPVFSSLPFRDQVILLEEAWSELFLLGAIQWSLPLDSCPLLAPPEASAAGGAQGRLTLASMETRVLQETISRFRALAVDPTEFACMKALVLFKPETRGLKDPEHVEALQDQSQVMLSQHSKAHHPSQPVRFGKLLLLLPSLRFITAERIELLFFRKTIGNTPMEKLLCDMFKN
TRPM1 prom inh = MITF TRPM1 promoter inhibition in SK-MEL-5 cells; SK-MEL-5 TRPM1 promoter luciferase, 24 h; inhibition, % at 12.5 µM; 330,000 tested, 0.83% active;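 active = mean inhibition across replicates of 60% or more, whatever share of single replicates reaches that level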; note: values of inactives mirror those of a sister screen read the other way
NR2E3 ag-2 = NR2E3 (human) agonism. Q9Y5X4. GST-NR2E3/biotin-RetCOR TR-FRET, 1536-well. inhibition of corepressor binding, % at 4.78 µM. 320,000 tested, 0.12% active. AID 2300;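 active = percent inhibition above the cutoff of mean plus 3 SD of all tested compounds, set per screening campaign, cut at about 20% in these data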;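 note: 0% = DMSO wells and 100% = biotin wells as full block of FRET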
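System: GST-NR2E3 and biotin-RetCOR proteins; probe or stimulus: 7 nM biotin-RetCOR; doses: compound at 4.8 µM, single dose; schedule: Compound–protein incubation for 5 h at 4 °C; detection: time-resolved FRET; read-out: percent inhibition; controls: biotin wells as high control, 0.6% DMSO wells as low control; format: 1536-well plates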
Vif imaging = blocks HIV Vif function; 340,000 tested, 0.35% active; AID 602346; HEK293T cells, Vif self-association by quenched fluorescence, imaging, 24 h; inhibition, % at 7.49 µM; in the data active = inhibition above about 50%, passing the limit was not always enough; note: some results filed as inactive read as strong as hits
PDI inh = PDI (human) enzyme inhibition; P07237; PDI insulin aggregation turbidity, A650, 90 min; inhibition, % at 10 µM; 350,000 tested, 0.052% active;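 active = mean inhibition across replicates of 30% or more, whatever share of single replicates reach that level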;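 note: absorbance from insulin aggregation driven by PDI reduction with DTT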
Target sequence (P07237 whole entry, looked up): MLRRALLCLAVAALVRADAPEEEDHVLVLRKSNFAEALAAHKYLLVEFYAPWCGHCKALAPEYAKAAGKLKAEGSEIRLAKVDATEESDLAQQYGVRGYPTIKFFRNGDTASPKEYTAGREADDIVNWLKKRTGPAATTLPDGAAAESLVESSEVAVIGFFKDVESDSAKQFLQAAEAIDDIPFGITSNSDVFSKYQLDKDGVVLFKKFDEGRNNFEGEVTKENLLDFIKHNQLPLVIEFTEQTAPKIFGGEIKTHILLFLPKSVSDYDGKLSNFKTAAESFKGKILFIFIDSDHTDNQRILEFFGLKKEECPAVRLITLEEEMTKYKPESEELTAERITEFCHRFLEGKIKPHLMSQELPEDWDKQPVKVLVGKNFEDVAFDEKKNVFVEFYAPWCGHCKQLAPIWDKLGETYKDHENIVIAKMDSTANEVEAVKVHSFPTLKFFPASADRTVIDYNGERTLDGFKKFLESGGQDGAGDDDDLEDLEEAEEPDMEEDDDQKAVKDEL
aDG glyco up = alpha-DG glycosylation activation; activation, % at 10 µM; 360,000 tested, 0.22% active; Pro5-aDG cells, alpha-DG glycosylation AlphaScreen (IIH6); 0% Pro5, 100% B10-LARGE cell signal;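 active = activation of at least 8% versus controls, or a plate z-score of at least 8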;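 note: Pro5 are CHO cells carrying HIG-tagged alpha-DG that lacks glycosylation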
Peg3 prom inh = reduces Peg3 promoter-driven luciferase expression in HeLa; inhibition, % at 20 µM; HeLa PEG-Prom luciferase reporter, luminescence, overnight; 360,000 tested, 1.7% active;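 active = inhibition of at least 50% at 20 µM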
CaV13 FRET inh = Disruptors of the CACNA1D IQ motif to Ca2+-dependent inactivation inhibitor domain association, primary screening, Förster resonance energy transfer in intact living …; inhibition, % at 12.3 µM; 340,000 tested, 0.098% active; HEK cells, CFP/YFP FRET ICDI-IQ, plate reader, 10 min; percent FRET-ratio fall versus neutral wells;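 active = mean replicate inhibition of at least 30% and at least 1% of replicates passing that level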;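 note: 0% = median of the neutral control wells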
Granule exo inh = lytic granule exocytosis inhibition; TALL-104 LAMP-1 surface exposure, flow cytometry; cells stimulated with thapsigargin and PMA; inhibition, % at 10 µM; 360,000 tested, 0.66% active; AID 651702;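 active = inhibition above about 55%, limit read from the data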
hiPSC survival = hiPSC single-cell survival enhancement. 360,000 tested, 0.044% active. survival enhancement, % at 20 µM. AID 602274. ATPlite luminescence; 100% = ROCK inhibitor wells, 0% = DMSO; in the data active = survival enhancement above about 18%;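 note: cells exposed to compounds for 16 hours before the ATP read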
Active calls of the source: *; . = not tested or not shown.

SMILES	HIF-2a block	NR2E3 ag-1	TRPM1 prom inh	NR2E3 ag-2	Vif imaging	PDI inh	aDG glyco up	Peg3 prom inh	CaV13 FRET inh	Granule exo inh	hiPSC survival
CN(CC(=O)O)S(=O)(=O)c1cccs1	19	8	3	3	2	-6	-0.1	-2	-4	2	-0.3
COc1ccc([C@@H]2CC=C(C(=O)O)[C@H](c3ccccc3F)N2S(=O)(=O)c2ccccc2C)cc1	14	-6	-9	1	.	6	0.2	18	-5	3	5.1
Cc1ccn2cc(-c3cccc(NC(=O)c4cccs4)c3)nc2c1	-249	-65	-35	1	-3	1	0.1	-198	6	-1	-0.5
C=CCn1c(SCC(=O)Nc2ccc(S(N)(=O)=O)cc2)nnc1-c1cnccn1	8	24	0	0	-8	-2	-0.1	1	-5	-6	-0.4
CCc1ccccc1OCCCCN1CCCC1	2	-23	-5	0	-7	-2	1.2	-7	.	2	-0.3
CCOc1ccc2[nH]c(=O)c(CN(CCc3ccccc3)C(=O)N3CCCC3)cc2c1	-3	1	-6	5	-11	1	0.2	14	-5	-2	-1.4
C=CCn1c(-c2c[nH]c3ccccc23)n[nH]c1=S	-29	0	11	-4	7	2	0.5	36	-4	-1	1.5
COc1cccc(/C=C2\SC(=O)N(CC(=O)NC3C=CS(=O)(=O)C3)C2=O)c1 (stereo unspecified)	3	23	3	0	-19	-6	1.3	-7	-13	1	0.0
O=C(CCCOc1ccccc1)N1CCc2ccccc2C1	-208	-79	-25	5	3	-7	3.2	-220	-6	3	4.8
COC(=O)c1ccc(NC(=O)CCc2nnc3ccc(NCc4ccco4)nn23)cc1	-2	14	14	2	-1	-7	0.0	1	-6	2	-0.3
CCOc1ccccc1OCCC(=O)NNC(=O)Cn1nc(C)cc1C	8	10	6	1	2	2	0.7	-6	-6	3	-0.4
CCN(CC(=O)Nc1c(F)cccc1F)C(=O)c1ccc2ccccc2n1	-1	30	-5	-1	-5	-7	0.1	-12	-1	1	-0.5
COc1cc(C2NC(=O)C(C#N)=C(S)N2c2ccccc2)ccc1OC(C)C (stereo unspecified)	15	-11	-10	1	.	-6	0.0	10	.	19	1.9
OC1(c2cccc(C(F)(F)F)c2)CCN(c2ncnc3c2[nH]c2ccccc23)CC1	16	60	22	3	-13	-1	2.4	36	-6	41	-2.2
CCOC(=O)C[C@H]1c2cc(F)ccc2S(=O)(=O)N1Cc1ccc(OC)cc1	-10	3	2	2	.	1	0.0	8	-6	6	2.4
Fc1ccccc1N1CCN(C(c2ccnc3ccccc23)c2nnnn2-c2ccc3c(c2)OCCO3)CC1 (stereo unspecified)	-13	-38	.	.	.	.	-0.4	.	-6	-4	-0.4
c1ccc(C[C@H]2CNCCN2CCC23CC4CC(CC(C4)C2)C3)cc1	10	27	-8	-1	-4	-2	0.6	97*	.	-3	-3.3
COC(=O)C1=C(C)NC(c2c(O)ccc3ccccc23)C(C(=O)OC)=C1C (stereo unspecified)	-4	12	1	3	-1	7	-0.1	-14	-5	0	-0.2
Cc1[nH]ncc1-c1ccccc1Cl	13	5	0	-2	-15	-8	-0.1	-3	-17	-1	0.2
COC(=O)c1cncn1Cc1ccccc1	9	-37	6	.	2	-15	0.3	14	-1	-1	0.7
CCOC(=O)N1CCN(C(=O)c2ccc(N3CCCC3=O)cc2)CC1	-2	-6	-5	0	30	-8	-0.3	-5	.	-2	-2.7
Cc1ccc(-c2ccc(=O)n(CC(=O)NCCN3C(C)CCCC3C)n2)cc1 (stereo unspecified)	-5	-8	6	-3	2	11	0.0	-4	-6	-6	0.7
COC(=O)[C@@]1(Cc2ccc(F)cc2)[C@H]2c3cc(C(=O)N4CCCC4)n(Cc4ccc(Cl)c(C(F)(F)F)c4)c3C[C@H]2CN1C(=O)c1ccccc1	1	8	.	.	.	.	-0.2	.	-8	2	-1.0
COc1ccc(CCNC(=O)c2oc3ccc(S(=O)(=O)N4CCOCC4)cc3c2C)cc1OC	16	12	8	3	-11	-7	-0.2	9	-4	3	0.6
O=C(CSC1=NCCS1)N1CCCC1	-5	-34	-7	0	4	-2	-0.1	-12	.	-3	-0.5

An excerpt of the results above, for reference:
SMILES	HIF-2a block	NR2E3 ag-1	TRPM1 prom inh	NR2E3 ag-2	Vif imaging	PDI inh	aDG glyco up	Peg3 prom inh	CaV13 FRET inh	Granule exo inh	hiPSC survival
CCOC(=O)C[C@H]1c2cc(F)ccc2S(=O)(=O)N1Cc1ccc(OC)cc1	-10	3	2	2	.	1	0.0	8	-6	6	2.4
Fc1ccccc1N1CCN(C(c2ccnc3ccccc23)c2nnnn2-c2ccc3c(c2)OCCO3)CC1 (stereo unspecified)	-13	-38	.	.	.	.	-0.4	.	-6	-4	-0.4
c1ccc(C[C@H]2CNCCN2CCC23CC4CC(CC(C4)C2)C3)cc1	10	27	-8	-1	-4	-2	0.6	97*	.	-3	-3.3
COC(=O)C1=C(C)NC(c2c(O)ccc3ccccc23)C(C(=O)OC)=C1C (stereo unspecified)	-4	12	1	3	-1	7	-0.1	-14	-5	0	-0.2
Cc1[nH]ncc1-c1ccccc1Cl	13	5	0	-2	-15	-8	-0.1	-3	-17	-1	0.2
COC(=O)c1cncn1Cc1ccccc1	9	-37	6	.	2	-15	0.3	14	-1	-1	0.7
CCOC(=O)N1CCN(C(=O)c2ccc(N3CCCC3=O)cc2)CC1	-2	-6	-5	0	30	-8	-0.3	-5	.	-2	-2.7
Cc1ccc(-c2ccc(=O)n(CC(=O)NCCN3C(C)CCCC3C)n2)cc1 (stereo unspecified)	-5	-8	6	-3	2	11	0.0	-4	-6	-6	0.7
COC(=O)[C@@]1(Cc2ccc(F)cc2)[C@H]2c3cc(C(=O)N4CCCC4)n(Cc4ccc(Cl)c(C(F)(F)F)c4)c3C[C@H]2CN1C(=O)c1ccccc1	1	8	.	.	.	.	-0.2	.	-8	2	-1.0
COc1ccc(CCNC(=O)c2oc3ccc(S(=O)(=O)N4CCOCC4)cc3c2C)cc1OC	16	12	8	3	-11	-7	-0.2	9	-4	3	0.6
O=C(CSC1=NCCS1)N1CCCC1	-5	-34	-7	0	4	-2	-0.1	-12	.	-3	-0.5

Next section
SMILES	HIF-2a block	NR2E3 ag-1	TRPM1 prom inh	NR2E3 ag-2	Vif imaging	PDI inh	aDG glyco up	Peg3 prom inh	CaV13 FRET inh	Granule exo inh	hiPSC survival
CC(C)N(Cc1ccccc1)C(=O)COC(=O)c1cnc(Cl)c(Cl)c1	23	-41	47	.	24	-1	0.3	83*	-5	21	-0.7
CCN(CC)C(=O)CN1CCC(c2nc3cc(C)c(C)cc3[nH]2)CC1	11	24	14	-1	-7	-7	0.2	7	-20	-3	0.7
Cc1ccccc1-n1nc(-c2ccc(N)cc2)cc1N	0	-15	4	1	-2	1	-0.1	-9	-2	10	0.0
CCOC(=O)N1CCN(C(=O)c2ccc(N3CC4CC(C3)c3cccc(=O)n3C4)c(NC(=O)c3ccc(F)cc3)c2)CC1 (stereo unspecified)	11	15	9	-3	-4	0	0.1	17	-13	1	-0.4
Cc1ccc(S(=O)(=O)CCC(=O)Nc2sccc2C(N)=O)cc1	-7	5	-11	.	-2	-8	0.3	-2	-6	0	3.7
O=C(CSc1ccc(Cl)cc1)Nc1nnc(-c2ccco2)o1	9	0	-9	-3	-13	-2	-0.3	4	-6	1	-0.5
COc1ccccc1CNC(=O)CCCNS(=O)(=O)c1cccc2nsnc12	5	-27	9	1	-2	1	-0.4	11	-5	-1	5.6
CCOC(=O)N1CCC(n2c(SCC(=O)c3ccccc3)nc3ccsc3c2=O)CC1	-22	5	28	-1	-5	-11	0.3	26	-8	-2	2.3
Cc1ccc2nc(N3CCN(CCO)CC3)nc(-c3ccccc3)c2c1	11	-9	-8	2	.	1	0.5	11	-4	4	-0.1
COC(=O)c1cc(C)nc2c1c(C)nn2-c1ccccc1	-56	6	-1	2	0	-4	0.1	-42	-14	3	-0.3
O=C(COC(=O)c1cc[n+]([O-])cc1)NCC12CC3CC(CC(C3)C1)C2	27	6	19	1	12	-5	-0.1	7	-7	-2	6.8
CC(=O)OC12CC3CC(C1)C(=NO)C(C3)C2	7	-1	1	0	-1	16	0.0	1	.	-1	3.5
OCCCNc1nc(-c2ccc(Cl)cc2)nnc1-c1ccccc1	-138	-14	-9	6	-3	-1	0.0	-132	-5	1	-3.1
O=C1c2ccc(Oc3ccc([N+](=O)[O-])cc3)cc2C(=O)N1CCCO	17	-41	4	3	-21	-1	-0.2	-3	-1	-11	-0.2
c1ccc2c(NC3C4CC5CC(C4)CC3C5)nc(N3CCOCC3)nc2c1 (stereo unspecified)	36	-30	-24	-2	-3	-3	0.7	27	-6	-2	-0.1
CC(=O)c1ccc(NC(=O)CSc2nccn2CCc2ccccc2)cc1	-203	-45	-46	-2	.	-4	0.1	-221	-5	0	-0.4
Cc1cccc(-n2cnc(C(=O)N3CCN(C)CC3)c2)n1	-16	-19	-5	3	20	1	0.1	-21	0	0	-0.2
O=C(Nc1ccc2c(c1)OCO2)Nc1ccc(F)cc1F	-224	-65	-85	-1	-6	-75	0.0	-415	-6	-3	-0.3
CN(CCCC(=O)Nc1ccccc1)S(=O)(=O)c1ccc(Cl)cc1	8	25	9	5	11	2	-0.2	7	-5	-5	-0.8
CCc1nc2ccc(C(=O)N(CC)CCN(C)C)cn2c1N(C)Cc1ccc(OC)cc1	11	-6	.	.	-3	-4	0.0	3	-6	6	2.6
O=C(Nc1nc([C@@H]2O[C@H](CO)[C@@H](O)[C@H](O)[C@H]2O)cs1)NC(c1ccccc1)c1ccccc1	-12	-12	.	.	-2	-3	0.2	3	-11	0	-0.1
Cc1cccc(C(=O)N2CC(=O)Nc3ccc(F)cc3C2c2ccc(F)cc2)c1 (stereo unspecified)	16	-1	-2	-3	-5	2	0.2	13	-18	2	-0.7
c1ccc(CCNc2ncnc3c2nnn3Cc2ccccc2)cc1	-25	-18	3	22*	.	-4	0.3	3	-5	-1	0.1
CCCc1nc2ccc(N)cc2c(=O)n1Cc1ccccc1Cl	-55	-19	1	1	-5	-1	0.1	-34	-4	-5	-0.5
CC1CCCC(C)N1C(=O)COC(=O)C1CCN(S(=O)(=O)c2c(Cl)cccc2Cl)CC1 (stereo unspecified)	17	11	3	-1	-9	0	0.4	-7	-5	-1	0.3
O=C1NC(=O)C(c2ccccc2)N1 (stereo unspecified)	3	-15	8	.	18	2	-0.2	8	-6	15	-2.1
COc1ccccc1/C=C/C(=O)OCC(=O)Nc1c(C)nn(-c2ccccc2)c1C	-11	-29	1	3	15	-5	-0.1	26	-6	4	0.3
